EPAC1 antagonist: antagonists of human EPAC1 | EPAC1 GEF assay, Rap1b-BODIPY-GDP exchange fluorescence | Potency, µM (top dose mostly 115 µM), inactives show at the highest dose activity change, negative = inhibition, usual class: inhibitors | hit rate 0.14% among 360,000 | AID 720709;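 note: potency is the fitted concentration of half-maximal effect; plate controls were vehicle for no effect and positive control for full effect; nearly all actives have a fitted effect of over 50% in size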
EPAC1 agonist: agonists of human EPAC1 | Potency, µM (doses to about 154 µM), for the others: top-dose activation, usual class: activators | EPAC1 agonist qHTS, biochemical assay; response scale: 100% = response to 6.5 mM cAMP | AID 720707 | hit rate 0.073% among 360,000; note: potency is the fitted concentration of half-maximal effect; nearly all actives have a fitted effect of over 60% in size
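Nucleotide exchange assay: 100 nM EPAC1 with 250 nM Rap1B loaded with BODIPY-GDP and 50 uM GDP, room temperature. Fluorescence (480/540 nm) read every 5 min for 30 min; signal change normalized to 6.5 mM cAMP as full agonist.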
PI5P4K alpha inh: PI5P4K alpha (human) kinase inhibition. max response, %. PI5P4Kalpha enzyme, ADP-Glo luminescence, 60 min; active compounds read low. AID 652105. P48426. hit rate 1.2% among 330,000; active = max response of -50% or lower; inconclusive = between -30% and -50%; inactive = -30% or higher; note: value at the top dose of about 77 µM; % is set by controls: 0 for no effect and ±100 for the full control effect
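qHTS, 1536-well: enzyme/substrate mix, compound by pin tool, 5 microM ATP final; RT 60 min; ADP-Glo reagents 1 (45 min) then 2 (30 min); luminescence.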
MmCpn inh: inhibitors of Methanococcus maripaludis chaperonin (MmCpn); purified Mm-Cpn ATPase, ADP Transcreener TR-FRET; Potency, µM (series often up to 76.9 µM), inactives show at the top dose activity, negative = inhibition, hits mostly inhibitors; hit rate 0.031% among 330,000; AID 504842; note: potency is the fitted concentration of half-maximal effect; % is set by controls: 0 for no effect and ±100 for the full control effect; nearly all actives have a fitted effect of over 80% in size
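Inhibition of chaperonin ATP hydrolysis is measured as reduced ADP production, detected by competitive TR-FRET in which signal falls with ADP. Final enzyme 25 nM and ATP 10 uM, reacted 30 min at 37°C.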
PLK1 PBD inh: PLK1 (human) polo-box domain binding inhibition. P53350. Plk1 PBD binding of FITC phosphopeptide, fluorescence polarization. Potency, µM, inactives show max response, negative = inhibition, hits mostly inhibitors. hit rate 2.8% among 360,000. AID 720504; note: potency is the fitted concentration of half-maximal effect; series mostly up to about 57 µM; % is set by controls: 0 for no effect and ±100 for the full control effect; nearly all actives have a fitted effect of over 65% in size
WRN inhibitor: inhibitors of human WRN helicase; Q14191; hit rate 0.46% among 360,000; Potency, µM (top dose mostly 114 µM), without a hit: at the highest dose activity change, negative = inhibition, actives largely listed as inhibitors; WRN helicase unwinding, fluorescent forked duplex, kinetic; note: potency is the fitted concentration of half-maximal effect; % is set by controls: 0 for no effect and ±100 for the full control effect; nearly all actives have a fitted effect of over 55% in size
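Screening of the MLSMR collection measured strand separation of a quenched forked DNA duplex (100 nM) by 20 nM WRN with 2 mM ATP, all final. Compounds were preincubated with enzyme 15 min at room temperature.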
EPAC2 antag: blocks human EPAC2 exchange factor. Q8WZA2. EPAC2 GEF exchange of Rap1B-BODIPY-GDP, fluorescence. Potency, µM (top dose mostly 114 µM), inactives show at the top dose activity, negative = inhibition, usual class: inhibitors. hit rate 0.18% among 360,000. AID 720708; note: potency is the fitted concentration of half-maximal effect; % is set by controls: 0 for no effect and ±100 for the full control effect; nearly all actives have a fitted effect of over 45% in size; many of its hits are not listed in these tables
CCT modulator: changes cytosolic chaperonin activity. hit rate 0.3% among 360,000. purified chaperonin ATPase assay, HTRF ADP detection, 30 min. activity change, % (test concentration not listed), hits read low. AID 651819; in the data active = activity change below about -30%; note: % is set by controls: 0 for no effect and ±100 for the full control effect
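Enzyme 40 or 20 nM (batch-dependent) in Tris pH 7.4/KCl/MgCl2/DTT; cpd 76 uM single point; ATP 10 uM; 30 min 37 °C; Transcreener ADP HTRF detection, 30 min RT; ratio 665/615.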
The depositor's hits bear a star; ? = inconclusive; . = no result given; [ ] = remark or other dose. Unless noted, calls come from the whole dose curve; as a rule, active = well fitted curve in the direction sought with a large enough effect; inconclusive = small, poorly fitted or top-dose-only effect, or another doubt; inactive = no such curve, though single readings can be large; an effect the other way counts as inactive or inconclusive. The list is partial. The share of hits here may be higher or lower than overall.

SMILES	EPAC1 antagonist	EPAC1 agonist	PI5P4K alpha inh	MmCpn inh	PLK1 PBD inh	WRN inhibitor	EPAC2 antag	CCT modulator
CC(=O)OCCN(CCOC(C)=O)c1c(C)[nH]c(=O)[nH]c1=O	-0.5%	-6.6%	.	2.5%	-4.2%	2.5%[57.1 µM]	3.0%	-5.9
Cc1cc(=O)[nH]c(Sc2c(-c3ccccc3)c3ccccc3[nH]c2=O)n1	7.1%	-0.5%	3.1	-2.4%	-11.4%	6.2%	8.0%	-0.3
O=C1OCCN1C(=O)[C@H]1[C@H](c2ccccc2)C(c2ccccc2)=NN1c1ccc(Br)cc1	-6.7%	8.5%	22.5	?	-8.7%	-9.4%	-4.3%	-0.6
Cc1ccc(C(=O)C(C)OC(=O)c2n[nH]c(=O)c3ccccc23)cc1 (centres undefined)	-10.3%	-5.5%	1.6	0.6%	-2.1%	-3.4%	-2.1%	-1.9
N#Cc1ccc(C23CC4(C2)[C@H](CN(Cc2cccnc2)[C@@H]4c2ccccc2)C3c2ccccc2)cc1 (some centres undefined)	11.5%	13.2%	-2.3	-0.5%	-6.6%	3.6%	-1.6%	-0.6
COCCNC(=O)Cn1cc(/C=C(\C#N)C(=O)NC2CCCC2)c2ccccc21	-8.0%	-7.9%	-6.9	0.7%	-2.8%	6.1%	7.0%	0.6
O=S(=O)(c1ccc(F)cc1)N1CCN(CC2CC3C=CC2C3)CC1 (centres undefined)	12.1%	3.0%	-6.8	-6.0%	-6.2%	-0.8%	-14.0%	-1.0
COc1cc(/C=C/C(=O)OCC(=O)NCc2cccs2)ccc1OCC#N	-17.1%	-2.7%	-5.9	-2.2%	-4.5%	3.0%	-2.2%	-2.0
CCOC(=O)C1=C(C)Nc2nc3ccccc3n2C1c1cccs1 (centres undefined)	-21.7%	-10.4%	6.6	0.2%	-4.8%	-20.4%	-1.7%	-2.4
Cc1nnc2ccc(Oc3ccc(-c4ccccc4)cc3)nn12	-8.3%	5.7%	.	1.4%	-5.6%	3.6%	-5.5%	0.2
CCc1ccc(N(CC(=O)NC)S(C)(=O)=O)cc1	-8.2%	13.2%	1.2	-4.7%	-16.0%	6.1%	-0.5%	-2.0
CCN(CC)c1ccc(NC(=O)Nc2ccccc2)cc1	-13.9%	0.9%	-0.1	-2.0%	-3.1%	-8.9%	11.8%	2.1
Cc1ccc(NC(=O)C(c2ccc(Cl)cc2)N2CCCCC2)cc1 (centres undefined)	-2.2%	2.1%	-4.7	-3.9%	-3.6%	-0.2%	-4.3%	0.6
COc1cc(C)c(NC(=S)NCCCN2CCOCC2)cc1OC	11.3%	9.5%	-7.0	1.5%	?	-1.5%	8.4%	-1.6
Cc1ccc(-n2nc(C)c(C(=O)Nc3cccc(C(=O)NC4CC4)c3)n2)c(C)c1	5.2%	6.0%	3.6	-0.6%	-10.1%	-4.1%	-19.0%	0.7
COc1ccc(-c2c(C)oc3c(CN4CCOCC4)c(O)ccc3c2=O)cc1OC	-5.3%	-3.6%	-3.9	-0.1%	-6.6%	1.2%	10.3%	-0.1
Cc1ccc(C(=O)N/C(=C/c2ccc(-c3cccc([N+](=O)[O-])c3)o2)C(=O)NC(C)(C)C)cc1	8.8%	-20.9%	1.5	-1.4%	0.5%	3.8%	27.0%	1.3
COc1ccc(OCC(=O)Nc2ccc3nc(C)sc3c2)cc1	2.6%	7.7%	-0.2	-4.6%	3.4%	-13.9%	0.0%	-1.0
Cc1nn(Cc2ccccc2)c(=O)c2nn(-c3ccc(Cl)cc3)c(C)c12	0.6%	4.4%	-7.5	1.1%	-11.7%	6.4%	-1.2%	-3.3
CN(C)C(CNC(=O)c1ccc(C(=O)c2ccccc2)cc1)c1ccccc1 (centres undefined)	-0.7%	0.5%	4.1	0.7%	-8.2%	5.7%	4.7%	-2.0
CC1CC(Nc2ccccc2)=NC1(C)C (centres undefined)	-8.0%	11.8%	1.0	0.5%	-9.2%	0.4%	-2.3%	2.6
Cc1cc(C)n2c(Br)c(CSc3nc4ccccc4o3)nc2n1	7.6%	-13.2%	.	-1.7%	-22.4%	-14.5%	1.1%	2.1
CC12CN3CCN(CC(C3)C1(O)CN1CCOCC1)C2 (centres undefined)	-17.5%	8.0%	-4.7	1.5%	-7.7%	-5.2%	-1.8%	-3.9
NC(=O)c1cc(NC(=O)COC(=O)CCCN2C(=O)c3cccc4cccc(c34)C2=O)cc(C(N)=O)c1	-22.1%	1.8%	1.1	0.9%	-14.2%	-1.3%	4.0%	-6.1
N#Cc1ccc(-c2cn(-c3ccccc3)c3[n+]2CCCS3)cc1	-4.8%	-10.0%	3.1	-0.9%	-14.8%	7.0%	18.1%	1.0

At a glance, some entries already given.
SMILES	EPAC1 antagonist	EPAC1 agonist	PI5P4K alpha inh	MmCpn inh	PLK1 PBD inh	WRN inhibitor	EPAC2 antag	CCT modulator
Cc1ccc(NC(=O)C(c2ccc(Cl)cc2)N2CCCCC2)cc1 (centres undefined)	-2.2%	2.1%	-4.7	-3.9%	-3.6%	-0.2%	-4.3%	0.6
COc1cc(C)c(NC(=S)NCCCN2CCOCC2)cc1OC	11.3%	9.5%	-7.0	1.5%	?	-1.5%	8.4%	-1.6

More structures
SMILES	EPAC1 antagonist	EPAC1 agonist	PI5P4K alpha inh	MmCpn inh	PLK1 PBD inh	WRN inhibitor	EPAC2 antag	CCT modulator
Cc1nn(-c2ccccc2)c(C)c1NC(=O)COc1cc(F)ccc1[N+](=O)[O-]	-2.4%	11.8%	10.1	0.7%	-0.4%	2.5%	-2.3%	-0.8
Cc1nc(-c2ccccc2)c(-c2ccccc2)[nH]1	7.5%	0.1%	-2.9	0.3%	0.8%	-11.2%	-5.2%	-0.7
O=C(c1ccccc1)N1CCN(C(=O)c2cc3ccccc3o2)CC1	4.5%	-2.0%	0.9	0.8%	0.8%	2.8%	4.7%	-0.9
CCOc1ccc(S(=O)(=O)N2CC(=O)Nc3ccccc32)cc1	-2.2%	5.8%	-0.2	-1.1%	0.2%	-6.5%	-0.6%	-1.9
O=C(C1=C(O)C(=O)N(Cc2cccnc2)C1c1cccc(Oc2ccccc2)c1)c1ccco1 (centres undefined)	-8.4%	10.0%	3.4	-13.5%	-14.0%	-1.8%	-5.9%	1.2
CC(C)(C)N1CC23C=CC(C[C@@H]2C1=O)O3 (some centres undefined)	-1.1%	1.8%	-1.2	0.9%	2.5%	11.1%	3.0%	0.9
COC(=O)c1ccc(Cl)c(NC(=O)CSc2nnc(-c3ccncc3)o2)c1	-9.6%	3.3%	-3.6	-3.3%	0.4%	-12.6%	3.8%	0.9
CC1CCN(c2ccccc2NC(=O)c2ccc(F)cc2)CC1	-1.2%	4.5%	17.5	2.1%	-0.7%	5.3%	-3.5%	2.2
CCCCCCCNC(=O)COc1ccc2c(c1)C(=O)CC(C)(C)O2	-17.6%	-1.2%	.	-1.2%	-3.7%	-4.0%	-9.0%	0.2
CC(=O)Oc1ccc(N(C(C)=O)S(=O)(=O)c2cccs2)c2ccccc12	5.7%	10.2%	.	-3.2%	-21.3%	-0.5%	3.0%	1.3
CCCCn1c(N)c(N(CC(C)C)C(=O)C2CCN(S(=O)(=O)c3ccccc3)CC2)c(=O)[nH]c1=O	-0.9%	-2.2%	-2.0	0.6%	-1.0%	-15.2%	25.7%	-0.8
O=C1NC(NS(=O)(=O)c2ccccc2)(C(F)(F)F)C(=O)N1c1cccc(Cl)c1 (centres undefined)	-8.2%	-2.2%	2.4	-3.7%	-16.8%	-1.4%	-4.4%	-2.6
Cn1c(=NC(=O)C2=NNC(=O)CC2)sc2ccccc21	-20.5%	1.9%	4.9	1.1%	-19.6%	-3.2%	12.8%	-2.3
Fc1ccc(CSc2ccc3nnc(-c4cccs4)n3n2)cc1	-12.3%	8.9%	-4.9	-3.7%	-14.6%	-0.4%	-0.5%	-8.6
CC(C)Cc1ccc(C(C)NC(=O)Cc2ccc(S(=O)(=O)N3CCOCC3)s2)cc1 (centres undefined)	-11.7%	-4.1%	2.8	-3.3%	-2.9%	-9.9%	-6.1%	0.4
O=c1cc(CSc2ccc(Cl)cc2)nc(-c2ccncc2)[nH]1	-8.2%	1.2%	3.7	-0.9%	-19.8%	5.9%	-15.2%	-2.6
CC1CCN(c2ccc(-c3cccc(NC(=O)c4ccco4)c3)nn2)CC1	-15.7%	1.8%	-6.6	-1.1%	-3.0%	-5.9%	-7.2%	0.3
Cc1ccc2[nH]c(O)c(N=NC(=O)CCc3ccccc3)c2c1Br	3.6%	7.9%	3.6	-0.5%	3.6%	-5.5%	11.8%	-0.6
Cc1nc(CC(=O)Nc2nc(C(C)(C)C)cs2)cs1	-3.4%	6.7%	-0.4	1.0%	-6.6%	-5.9%	-5.0%	-2.3
CC(C)c1[nH]nc2c1C(c1cccnc1)C(C#N)=C(N)O2 (centres undefined)	9.7%	-6.5%	.	0.2%	-8.0%	8.5%	4.3%	0.4
Cc1ccc(NC(=S)N/N=C2\CC(C)(C)Oc3ccc(O)cc32)cc1	-3.1%	2.7%	3.8	-1.2%	-1.2%	-5.7%	-3.7%[57.1 µM]	3.6
CCc1sc(-c2c(C#N)c(N)nc3c2CCCCCC3)cc1[N+](=O)[O-]	8.3%	5.4%	0.4	-0.3%	4.8%	-0.6%	12.7%	-2.4
CCc1c(C)sc(NC(=O)c2cc(C)no2)c1C#N	-10.3%	-10.0%	-17.8	-0.2%	29.9µM*	0.3%	11.8%	-2.6
CCn1c(=O)n(CC)c2cc(NC(=O)C(C)c3ccccc3)c(Br)cc21 (centres undefined)	-11.8%	5.2%	-12.7	-0.1%	-9.2%	-3.9%	5.1%	-1.1
COc1cccc(C(=O)N/N=C2/SCC(=O)N2CCc2ccc(OC)c(OC)c2)c1	2.9%	3.6%	.	-3.8%	-5.4%	-10.2%	2.1%	-13.6

One compound at a time, as listed above. Values in the order: EPAC1 antagonist | EPAC1 agonist | PI5P4K alpha inh | MmCpn inh | PLK1 PBD inh | WRN inhibitor | EPAC2 antag | CCT modulator
Cn1c(=NC(=O)C2=NNC(=O)CC2)sc2ccccc21 in the list: -20.5% | 1.9% | 4.9 | 1.1% | -19.6% | -3.2% | 12.8% | -2.3
Cc1nc(-c2ccccc2)c(-c2ccccc2)[nH]1 in the list: 7.5% | 0.1% | -2.9 | 0.3% | 0.8% | -11.2% | -5.2% | -0.7
Cc1nc(CC(=O)Nc2nc(C(C)(C)C)cs2)cs1 in the list: -3.4% | 6.7% | -0.4 | 1.0% | -6.6% | -5.9% | -5.0% | -2.3

Entries listed above that bear a hit mark in PLK1 PBD inh.
molecule	EPAC1 antagonist	PI5P4K alpha inh	MmCpn inh	PLK1 PBD inh	WRN inhibitor	EPAC2 antag	CCT modulator
CCc1c(C)sc(NC(=O)c2cc(C)no2)c1C#N	-10.3%	-17.8	-0.2%	29.9µM*	0.3%	11.8%	-2.6
